# Screening results from PubChem BioAssay.
# PfM18AAP inh – blocks P. falciparum M18 aspartyl aminopeptidase | 290,000 tested, 1.2% active | AID 1822 | inhibition, % at 7.35 µM | recombinant PfM18AAP, H-Glu-NHMec fluorogenic cleavage;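 active means inhibition above the campaign mean inhibition over all tested compounds plus 3 SD, cut at about 28% in these data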;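 further: 0% = plate median of test compound wells and 100% = 2 mM ZnCl2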
# pCIP destab – lowers stability of the mouse p/CIP coactivator protein; decrease of EGFP signal, % at 10 µM; F442A p/CIP-EGFP cells, EGFP fluorescence, 16 h; 290,000 tested, 0.01% active;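 active means EGFP signal decrease of at least 30% at 10 µM or well 3 SD below plate mean, unless failing retest; inactive means the rest, including hits failing retest or dose response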; further: some compounds called inactive have numbers as strong as hits; many of its hits are not listed in these tables
# SUMO HTRF inh – inhibitors of human SUMOylation (UBC9). HTRF SUMOylation assay, SAE1/SAE2 + UBC9, in vitro. inhibition, % at 35 µM. 290,000 tested, 0.36% active. AID 2006; in the data active means inhibition above about 50%, passing the limit was not always enough; further: strong numbers were not always called active
# Target sequence (P63279 whole entry, looked up): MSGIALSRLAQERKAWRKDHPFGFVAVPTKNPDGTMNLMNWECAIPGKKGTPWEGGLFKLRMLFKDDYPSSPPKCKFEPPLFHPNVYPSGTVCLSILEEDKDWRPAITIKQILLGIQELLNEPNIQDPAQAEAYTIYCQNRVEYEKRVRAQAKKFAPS
# DNA FID counter – displaces DNA intercalator in HCV helicase counter-screen. DNA fluorescent intercalator displacement, fluorescence. inhibition, % at 7.9 µM. 290,000 tested, 0.17% active. AID 1845; in the data active means inhibition above about 37%;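 further: 0% = vehicle and 100% = reference compound; higher means more ethidium bromide displaced from hairpin DNA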
# IDE cell activ – IDE (human) activation, cell-based | P14735 | HEK cells, FAbeta-B cleavage, fluorescence polarization; 0% vehicle, 100% cell-free pure enzyme wells | activation, % at 5.96 µM | 340,000 tested, 0.073% active | AID 493087;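 active means activation above the mean of all tested compounds plus 3 SD, set per screening campaign, cut at about 17% in these data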
# VIM-2 inh – inhibitors of Pseudomonas aeruginosa VIM-2 metallo-beta-lactamase | purified VIM-2, nitrocefin hydrolysis, epi-absorbance fluorescence | AID 1527 | inhibition, % at 5.6 µM | 290,000 tested, 0.89% active;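 active means inhibition above the mean of all tested compounds plus 3 SD, cutoff set per screening run, cut at about 7.5% in these data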;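 further: red hydrolysis product quenches plate fluorescence so inhibitors raise well fluorescence; 0% = enzyme with DMSO and 100% = DMSO without enzyme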
# NS3 helicase inh – inhibitors of Hepatitis C virus NS3 helicase | NS3 helicase DNA unwinding, Cy5 molecular beacon fluorescence | inhibition, % at 10.9 µM | 290,000 tested, 0.56% active | AID 1800;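 active means inhibition above the mean of all tested compounds plus 3 SD, set per campaign, cut at about 35% in these data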;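 further: 0% = DMSO wells and 100% = thioflavine S control wells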
#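 Assay system: hepatitis C virus NS3 helicase domain fragment enzyme. Also added: annealed dual-labelled DNA beacon duplex, ATP-started. Timing: 1 h reaction at 25 °C, ATP-initiated. Technique: Cy5 fluorescence at 0 and 60 min, beacon hairpin quenching. Evaluation: % inhibition of unwinding. Replication: one well per compound.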
# IDE inh – cellular human IDE inhibition; P14735; HEK cells, FAbetaB cleavage, fluorescence polarization; inhibition, % at 5.59 µM; 320,000 tested, 0.41% active; AID 434962;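 active means percent inhibition above the average of all tested compounds plus 3 SD, set per screening campaign, cut at about 16% in these data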;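 further: IDE supplied by intact live HEK cells; FP after avidin binding of uncleaved biotin substrate so inhibition keeps polarization high; 0% = DMSO wells and 100% = 60 µM reference IDE inhibitor Ii1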
# IMP-1 inh – blocks Pseudomonas aeruginosa IMP-1 metallo-beta-lactamase | AID 1556 | inhibition, % at 5.6 µM | purified IMP-1, nitrocefin hydrolysis, epi-absorbance fluorescence | 290,000 tested, 0.45% active;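 active means inhibition above the mean plus 3 SD of all compounds in the same screening run, cut at about 4.5% in these data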;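 further: 0% = IMP-1 with DMSO and 100% = DMSO wells lacking enzyme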
#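 system = purified recombinant IMP-1 beta-lactamase | amount = 0.2 nM IMP-1, as dispensed | medium = HEPES buffer pH 7.1 with ZnSO4 and Brij 35 | times = 25 °C, 15 min preincubation, 25 min reaction | detection = plate fluorescence quenching by hydrolysis product, ex 480/em 530 nm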
# Starred values were filed as active, the others as inactive; x = not tested or not shown.
smiles	PfM18AAP inh	pCIP destab	SUMO HTRF inh	DNA FID counter	IDE cell activ	VIM-2 inh	NS3 helicase inh	IDE inh	IMP-1 inh
COc1cc(CN2CCC(Cc3ccccc3)CC2)c([N+](=O)[O-])cc1OC	18	0	12	1	1	1.4	11	-4	-0.2
CN(C(=O)c1ccccc1)c1ccccc1C(=O)NCCc1ccccc1	-12	2	16	-19	9	-2.4	5	-2	-0.4
O=C(Cc1ccc(F)cc1)N1CCC2(CC1)NCCc1[nH]cnc12	-3	-5	x	6	3	-2.0	-2	2	0.1
Cc1ccccc1NC(=O)Cn1c(O)c(N=NC(=O)c2ccccc2O)c2ccccc21	-13	-5	x	9	-1	-1.7	8	7	-5.0
O=C(O)C1=C[C@@H](C2CCCCC2)C[C@@H](OCCCCO)O1	-1	25	16	-29	0	5.9	16	5	0.0
CC(C)(C)NC(=O)COC(=O)c1ccc(Cl)nc1	1	-10	10	-1	-2	-2.8	4	-2	-2.2
Cc1ccc(C(C)C)c(OCC(O)CN2CCN(CCO)CC2)c1 (configuration not stated)	0	-1	6	11	0	-2.7	-2	1	-3.2
COc1ccc(N2CCN(C3CCCN(Cc4ccc(F)c(F)c4)C3)CC2)cc1 (configuration not stated)	3	-2	0	1	0	-2.0	14	6	-3.4
CC(C)(C)C(=O)Nc1ccnn1C1CCN(C(=O)c2ccc(Cl)cc2F)CC1	-1	7	23	-12	-1	0.4	5	1	-0.4
CCCS/C(N)=N/N=C/c1cc(C)ccc1O	20	-4	20	-2	4	-5.4	0	0	-4.2
COc1ccc(-c2cc(C(=O)N/N=C(\C)c3cccnc3)c3cc(C)ccc3n2)cc1OC	-6	-18	7	-33	0	-3.1	-19	4	-4.3
Cc1ccc(Cl)cc1NC(=S)Nn1cnnc1	77*	-7	6	-3	0	-5.3	-3	1	-2.8

# Some entries already given, reduced to DNA FID counter, IDE inh and VIM-2 inh:
Molecule | DNA FID counter | IDE inh | VIM-2 inh
COc1ccc(N2CCN(C3CCCN(Cc4ccc(F)c(F)c4)C3)CC2)cc1 (configuration not stated) | 1 | 6 | -2.0
CC(C)(C)C(=O)Nc1ccnn1C1CCN(C(=O)c2ccc(Cl)cc2F)CC1 | -12 | 1 | 0.4
CCCS/C(N)=N/N=C/c1cc(C)ccc1O | -2 | 0 | -5.4

# The listing picks up, repeating the 3 entries before the break.
smiles	PfM18AAP inh	pCIP destab	SUMO HTRF inh	DNA FID counter	IDE cell activ	VIM-2 inh	NS3 helicase inh	IDE inh	IMP-1 inh
CCCS/C(N)=N/N=C/c1cc(C)ccc1O	20	-4	20	-2	4	-5.4	0	0	-4.2
COc1ccc(-c2cc(C(=O)N/N=C(\C)c3cccnc3)c3cc(C)ccc3n2)cc1OC	-6	-18	7	-33	0	-3.1	-19	4	-4.3
Cc1ccc(Cl)cc1NC(=S)Nn1cnnc1	77*	-7	6	-3	0	-5.3	-3	1	-2.8
Cc1cc(C)cc(N(CCC#N)C(=O)CN2C(=O)NC3(CCCC3)C2=O)c1	1	-1	14	-23	5	-2.7	-5	0	-1.9
CCOC(=O)c1c(S(=O)(=O)N(C)C2CCCCC2)c(C)n(C)c1C	1	3	1	-34	0	-1.1	7	7	-3.2
COc1ccc(-n2cc(CN3CCC(OC)CC3)c(-c3cccc(F)c3)n2)cc1	-9	-2	-8	10	0	-1.2	-20	7	0.6
CCOc1ccc(N2C(=O)CC(Cc3cc(C)cc(C)c3)C2=O)cc1 (configuration not stated)	14	1	-11	-33	2	0.4	14	x	-0.3
Fc1cccc(NC(=S)NCc2ccccc2Cl)c1	1	-13	-8	-5	3	-2.4	7	5	-3.0
Cc1ccc(/C=C/C(=O)O)cc1S(=O)(=O)NCCCO	2	-16	2	1	2	-0.4	1	-5	-1.4
C/C(=C/C(=O)N1CCc2ccccc21)C(=O)O	-3	-8	14	3	4	-5.0	10	10	-4.0
Cc1ccc(C(=O)CNc2cccc(Cl)c2)cc1	2	1	-8	-1	-2	-2.0	-8	-4	1.4
CCc1ccccc1N1C(=O)C2C3C=CC(CC3)C2C1=O (configuration not stated)	-10	-6	22	-9	2	-1.8	-2	1	-2.8
CCN(CC)CCNC(=O)C(=O)NCC1OCCN1S(=O)(=O)c1cccs1 (configuration not stated)	6	-2	-1	0	2	-2.0	-9	2	-2.7
Clc1ccc(/C=N/NC2=Nc3cccc4cccc2c34)cc1	6	-15	15	0	-8	-3.3	-7	4	-1.5
COc1cccc2cc(C(=O)OCC(=O)NCc3ccc4c(c3)OCO4)c(=O)oc12	1	-5	23	-3	6	-0.3	-2	3	-2.5
COc1ccc(/C=C/C(=O)c2ccc(Cl)cc2)c(OC)c1	-2	-2	-1	-6	-2	0.5	-6	-1	-0.7
COc1ccc([N+](=O)[O-])cc1N(CC(=O)O)S(C)(=O)=O	-3	-6	13	2	2	1.2	3	4	-3.9
CCOc1ccccc1C1CC(=O)NC2=C1C(=O)CC(C)(C)C2 (configuration not stated)	-7	-14	22	-3	1	0.4	-3	2	-3.1
O=c1[nH]c(=O)n(C2CCCO2)cc1Br (configuration not stated)	4	-6	3	-1	3	-1.5	0	-3	3.9
COc1ccc(N2CCN(C(=O)c3cc(C)oc3C)CC2)cc1	1	1	6	-25	0	-2.0	0	0	-1.4
Cc1cc2cc(CN(CC3CCCO3)C(=S)NCc3ccco3)c(=O)[nH]c2cc1C (configuration not stated)	-11	-6	10	-30	1	4.2	-17	5	-0.6
CCN(CC)CCOC(=O)c1cccc(OC)c1	-8	-24	-1	5	10	0.7	-12	6	-1.4
COc1cccc(/C=N/n2c(-c3cc(C)[nH]n3)n[nH]c2=S)c1OC	17	0	17	-5	1	-2.2	-6	-4	-2.8
O=C(COc1ccc(Cl)cc1Cl)NCC(=O)N/N=C/c1c[nH]c2ccccc12	-14	2	-4	-5	5	-1.2	5	8	-3.6
O=C1CC(N2CCN(c3ccc(S(=O)(=O)N4CCCC4)cc3)CC2)C(=O)N1c1ccc(F)cc1 (configuration not stated)	-6	2	13	-32	2	0.3	0	-5	-2.6
COc1ccccc1N1C(C)=CC(=C(C#N)c2nc3ccccc3s2)C=C1C	2	-29	1	-2	4	-1.2	-6	-1	-1.3
CC(C)CCNC(=O)CNC(=S)N(CCCN1CCOCC1)Cc1cccs1	1	6	-3	-4	9	-0.3	-2	0	-3.3
CC1CCN(Cc2c(C(=O)N/N=C/c3ccc(C(F)(F)F)cc3)nnn2-c2nonc2N)CC1	-1	-1	41	-9	4	-4.2	4	-2	-2.7
Cc1cc(C)n2c(nc3ccccc32)c1C(=O)NN	7	-6	32	-19	x	-2.6	-19	2	-2.4
Cc1c(Cl)cccc1NC(=S)Nc1ccc2[nH]c(=O)[nH]c2c1	8	4	15	1	1	-4.0	-1	7	-3.8
Cc1cccc(C)c1NC(=O)CN(C)C(=O)/C=C/c1cccs1	0	4	-6	-3	3	-2.7	-5	6	-1.6
CSCCC(NS(=O)(=O)c1cc(C(=O)O)ccc1Cl)C(=O)O (configuration not stated)	-9	-3	-12	1	5	-0.5	5	-2	-1.1
Cc1nn(C)c(C)c1/C=C/C(=O)O	-1	-11	8	-9	3	-2.6	-1	0	-2.6
CC(=O)Nc1ccccc1C(=O)C(=O)Nc1ccccc1	-2	-5	-3	1	9	-3.3	3	2	-5.1
CC(C)C(=O)Nc1ccc(NC(=O)c2ccc3c(c2)OCO3)cc1	1	19	24	-6	5	-2.9	-7	-1	-2.3
COc1ccc(Br)cc1C(=O)NC(=S)Nc1c(C)n(C)n(-c2ccccc2)c1=O	-5	8	1	-29	5	1.0	-5	-3	-1.5
COc1cc(NC(=O)Cc2cccs2)c(C(=O)O)cc1OC	6	-13	10	-7	x	-2.4	-9	2	-2.5
CC(=O)Nc1cccc(NC(=O)C2CCCN2C(=O)Nc2cccc(F)c2)c1 (configuration not stated)	1	2	10	1	1	-1.5	1	-3	-1.7
COC(=O)c1ccccc1NC(=O)c1onc(C)c1Cl	0	-1	19	-3	-2	-0.7	-11	x	-1.2
Cc1cccc(N(Cc2ccccc2)C(=O)c2ccccc2S(C)(=O)=O)c1	-7	-6	0	-48	4	0.5	-2	1	0.3
Cc1cc(Oc2ccccc2)nc(SCC(=O)Nc2ccc(Cl)cc2Cl)n1	-7	-6	-25	3	0	-4.8	-13	3	46*
CC1CCN(C(=O)c2ccc3ccccc3c2)CC1	-4	-6	-7	-29	0	-0.3	5	-1	-1.7
O=C(OCC(O)C(O)COC(=O)c1ccccc1)c1ccccc1 (configuration not stated)	-1	1	13	-9	-4	-0.3	7	6	-1.4
CCOC(=O)c1cnc2c(CC)cccc2c1NCCN1CCOCC1	0	-4	5	3	0	14*	11	3	-1.9
Cc1ccc(C(C(=O)NC2CCCCC2)N(C(=O)c2csnn2)C2CCCC2)o1 (configuration not stated)	-3	-4	-4	-21	4	-5.1	10	0	-4.3
COCc1ccc(CN2CCC(n3nccc3NC(=O)CCCc3ccccc3)CC2)o1	7	4	-1	2	-6	-1.6	1	0	-1.8
N/C(=N\OC(=O)c1ccc(Cl)cc1)c1cccnc1	-3	-10	4	-2	4	-2.7	-1	0	-3.5
O=C(NCC(=O)N1CCN(S(=O)(=O)/C=C/c2ccccc2)CC1)c1ccccc1F	-6	2	15	-16	2	-4.8	-6	-1	-3.1
c1ccc(N2CCN(C3CC4CCC3C4)CC2)cc1 (configuration not stated)	4	2	-3	1	-3	-1.8	4	3	-1.7
Cc1ccc(-n2nc3ccc(NC(=O)c4ccc5c(c4)OCO5)cc3n2)cc1	4	0	3	1	7	-0.6	-7	2	-1.7

# Profiles, quoted from the list.
# Results for N/C(=N\OC(=O)c1ccc(Cl)cc1)c1cccnc1 → PfM18AAP inh = -3; pCIP destab = -10; SUMO HTRF inh = 4; DNA FID counter = -2; IDE cell activ = 4; VIM-2 inh = -2.7; NS3 helicase inh = -1; IDE inh = 0; IMP-1 inh = -3.5
# Results for Cc1ccc(-n2nc3ccc(NC(=O)c4ccc5c(c4)OCO5)cc3n2)cc1 → PfM18AAP inh = 4; pCIP destab = 0; SUMO HTRF inh = 3; DNA FID counter = 1; IDE cell activ = 7; VIM-2 inh = -0.6; NS3 helicase inh = -7; IDE inh = 2; IMP-1 inh = -1.7
# Results for CCOC(=O)c1cnc2c(CC)cccc2c1NCCN1CCOCC1 → PfM18AAP inh = 0; pCIP destab = -4; SUMO HTRF inh = 5; DNA FID counter = 3; IDE cell activ = 0; VIM-2 inh = 14*; NS3 helicase inh = 11; IDE inh = 3; IMP-1 inh = -1.9

# Outcome played no part in choosing rows; overall some 3.6% were active at least once.
